# OX1R antag – antagonists of human orexin 1 receptor | inhibition, % at 5 µM | O43613 | 330,000 compounds, 0.43% hits | CHO/OX1R cells, Fluo-8 calcium fluorescence, orexin A;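 active = inhibition above its plate's threshold, mean inhibition of all tested compounds on the plate plus 3 SD, cut at about 37% in these data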;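 note: 0% = orexin A challenge wells and 100% = SB-334867-A antagonist wells; not every result past the cut was called active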
# Target sequence (O43613 whole entry, looked up): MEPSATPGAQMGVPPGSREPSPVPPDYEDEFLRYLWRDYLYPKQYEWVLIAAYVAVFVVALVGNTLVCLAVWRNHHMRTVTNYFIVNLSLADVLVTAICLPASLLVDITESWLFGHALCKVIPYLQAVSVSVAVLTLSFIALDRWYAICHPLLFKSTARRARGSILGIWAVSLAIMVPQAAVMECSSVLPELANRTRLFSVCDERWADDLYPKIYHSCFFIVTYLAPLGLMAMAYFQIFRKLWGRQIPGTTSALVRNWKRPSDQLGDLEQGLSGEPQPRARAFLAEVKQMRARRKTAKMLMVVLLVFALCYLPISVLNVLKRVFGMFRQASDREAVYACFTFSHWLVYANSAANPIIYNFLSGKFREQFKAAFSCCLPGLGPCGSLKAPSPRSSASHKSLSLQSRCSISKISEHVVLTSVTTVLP
# CHT allo act – allosterically activates the human high affinity choline transporter. Q9GZV3. CHT-expressing cells, membrane potential dye, choline EC20; active compounds read high; LV-AA mutant CHT in HEK293 cells. B-score at 10 µM. 310,000 compounds, 0.49% hits. AID 488977;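 active = initial fluorescence not abnormally high and integrated response B-score, plate-corrected, over 3 SD above library mean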
# Target sequence (Q9GZV3 whole entry, looked up): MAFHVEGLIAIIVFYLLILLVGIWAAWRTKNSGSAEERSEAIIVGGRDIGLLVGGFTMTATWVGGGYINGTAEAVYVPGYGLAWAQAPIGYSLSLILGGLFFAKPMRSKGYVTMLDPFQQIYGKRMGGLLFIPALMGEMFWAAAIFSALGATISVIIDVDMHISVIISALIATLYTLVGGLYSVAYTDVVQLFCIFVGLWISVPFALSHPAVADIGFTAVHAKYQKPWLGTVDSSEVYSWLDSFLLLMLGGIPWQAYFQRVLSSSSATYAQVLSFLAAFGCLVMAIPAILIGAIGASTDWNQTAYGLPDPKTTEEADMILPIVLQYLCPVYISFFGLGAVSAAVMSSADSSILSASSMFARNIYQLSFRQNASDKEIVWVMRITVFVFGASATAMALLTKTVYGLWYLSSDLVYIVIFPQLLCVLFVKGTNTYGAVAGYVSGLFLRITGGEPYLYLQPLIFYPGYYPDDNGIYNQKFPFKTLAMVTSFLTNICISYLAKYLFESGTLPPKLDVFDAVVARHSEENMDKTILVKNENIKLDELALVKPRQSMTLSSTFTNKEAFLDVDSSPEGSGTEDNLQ
# Active calls of the source: *; i = inactive; · = not tested or not shown.
# A first look, 7 compounds:
SMILES,OX1R antag,CHT allo act
O=C(CCc1ccccc1)NNC(=O)c1ccc(F)cc1,-8,i
O=C(CCN1C(=O)S/C(=C\C=C\c2ccccc2)C1=O)Nc1ccc(O)cc1,-15,i
CCCC[C@@H]1C=C(C(=O)O)[C@H](c2ccc(C#N)cc2)N1S(=O)(=O)c1ccc(C)cc1,-14,·
CC(C)C(C)N(Cc1ccc(C(=O)O)cc1)C(=O)c1ccc2ccccc2n1 (configuration not stated),10,i
CCCC(=O)NC(=S)Nc1cccc(-c2nc3ncccc3o2)c1,-35,i
Cc1ccc(/C=C2\CCC3=C2OC(N)=C(C#N)C3c2ccc(C)cc2)cc1 (configuration not stated),48*,i
Cc1ccc(-n2nnnc2-c2cnn(-c3ccc(F)cc3)c2C(F)(F)F)cc1,3,i

# The listing, previewed entries included:
SMILES,OX1R antag,CHT allo act
O=C(CCc1ccccc1)NNC(=O)c1ccc(F)cc1,-8,i
O=C(CCN1C(=O)S/C(=C\C=C\c2ccccc2)C1=O)Nc1ccc(O)cc1,-15,i
CCCC[C@@H]1C=C(C(=O)O)[C@H](c2ccc(C#N)cc2)N1S(=O)(=O)c1ccc(C)cc1,-14,·
CC(C)C(C)N(Cc1ccc(C(=O)O)cc1)C(=O)c1ccc2ccccc2n1 (configuration not stated),10,i
CCCC(=O)NC(=S)Nc1cccc(-c2nc3ncccc3o2)c1,-35,i
Cc1ccc(/C=C2\CCC3=C2OC(N)=C(C#N)C3c2ccc(C)cc2)cc1 (configuration not stated),48*,i
Cc1ccc(-n2nnnc2-c2cnn(-c3ccc(F)cc3)c2C(F)(F)F)cc1,3,i
COC(=O)C1=C(C)N(c2ccc(F)cc2)/C(=C/c2ccc(O)cc2)C1=O,8,i
O=C(C[n+]1ccc(C(=O)NCc2ccccc2)cc1)c1ccc2c(c1)OCCO2,-15,i
Cc1ccc(/C=N/n2nnnc2N)cc1,-9,i
CCCN1C(=O)S/C(=C\c2ccc(N3CCOCC3)o2)C1=O,-24,i
Cc1c(Cl)cccc1-n1c(SCC(=O)NCc2cccs2)nnc1-c1ccncc1,-32,i
COc1ccc([C@H]2CC(=O)C=C(c3ccc(C)cc3)C2)cc1,-12,·
COCCn1c(=NC(=O)CN2C(=O)CCC2=O)sc2cc(S(N)(=O)=O)ccc21,-1,i
COc1ccc(S(=O)(=O)N2CCOCC2)cc1NC(=O)CC(C)c1ccccc1 (configuration not stated),-8,·
COc1cc(C(F)(F)F)c(C(=O)N(C)Cc2cc(Cl)cc(Cl)c2)cn1,-48,i
CC(C)c1nnc(NC(=O)CCC(=O)N2CCN(Cc3ccccc3)CC2)s1,-37,i
CCC1CCCCN1CCCNC(=O)Cn1nc(-c2ccccc2)ccc1=O (configuration not stated),-4,i
CCCNC(=O)CSc1nc2ccc(OCC)cc2s1,-11,i
Cc1ccc(S(=O)(=O)n2ccc(=O)[nH]2)cc1,-4,i
NC(=O)c1c(C(F)(F)F)cc(-c2ccccc2)nc1NCCO,5,i
CNC(=O)CCN(Cc1ccco1)S(=O)(=O)c1ccc(OC)c(OC)c1,-21,i
COCCc1nc2ccc(C(=O)NCc3cccc(-n4cccn4)c3)cc2o1,-42,i
CCC(c1nnnn1C1CCCCC1)N1CCN(C(=O)c2ccco2)CC1 (configuration not stated),-15,i
COCCCNC(=S)NNC(=O)c1ccccn1,-11,i
Cc1ccc(C2=NN(C(=S)Nc3ccccc3)C(c3ccco3)C2)cc1 (configuration not stated),5,i
Cc1ccccc1OCC(=O)OCC(=O)NCc1ccco1,-10,i
Cc1ccc(NC(=O)CN(C)CC(=O)Nc2sc3c(c2C(N)=O)CCC3)cc1,-43,i
COc1ccc(NC(=O)CN2C(=O)CC(C)(C)S(=O)(=O)c3ccccc32)cc1,-22,i
O=C(COc1ccccc1)Nc1ccc(S(=O)(=O)NCc2ccco2)cc1,-7,i

# Reprinted at random: three entries already listed
SMILES,OX1R antag,CHT allo act
O=C(COc1ccccc1)Nc1ccc(S(=O)(=O)NCc2ccco2)cc1,-7,i
O=C(C[n+]1ccc(C(=O)NCc2ccccc2)cc1)c1ccc2c(c1)OCCO2,-15,i
CCCC(=O)NC(=S)Nc1cccc(-c2nc3ncccc3o2)c1,-35,i

# Following part.
SMILES,OX1R antag,CHT allo act
Cc1cc(OCC(O)CNC(C)c2ccccc2)ccc1C(C)C (configuration not stated),-5,i
O=C(NC1CCCCCCC1)c1ccc(S(=O)(=O)N2CCCC2)cc1,-13,i
CN(C)[C@@H](CO)c1nnc([C@H](Cc2ccc(O)cc2)NC(=O)C2CCNCC2)o1,9,i
CCOC(=O)N1CCN(C(=O)CSCc2ccc(Cl)cc2)CC1,-14,i
Cc1ccc(C(=O)Nc2c(-c3cccs3)c(=O)c3ccccc3n2C)cc1,-5,i
Cc1ccc(C2CC(c3cccc(Br)c3)Nc3nnnn32)cc1 (configuration not stated),-15,i
Cc1ccc(C(=O)COC(=O)c2cccc([N+](=O)[O-])c2)s1,-9,·
Cc1nc2ccccn2c1C(=O)/C=C/c1ccc(F)cc1,-34,i
CC(=O)O[C@H](CC(=O)O)C[N+](C)(C)C,10,i
Cn1ncc(Cl)c1C(=O)Nc1ccc2c(c1)CCC2,-37,i
O=C(COc1ccc(S(=O)(=O)NCc2ccccc2)cc1)NCC1CCCO1 (configuration not stated),-15,i
COc1cccc2c1OCC(C(=O)OCc1cccnc1)=C2,-30,i
COc1ccc(N(CC(=O)NCc2cccnc2)S(=O)(=O)c2ccccc2)c(OC)c1,-35,i
CC1CCN(C(=O)CSc2ccc(-c3cccc([N+](=O)[O-])c3)nn2)CC1,-25,i
O=C(COC(=O)/C=C/c1ccc([N+](=O)[O-])cc1)NCC1CCCCC1,-9,·

# Record cards, from the list above.
# Listed for O=C(COc1ccc(S(=O)(=O)NCc2ccccc2)cc1)NCC1CCCO1 (configuration not stated) : OX1R antag = -15; CHT allo act = i
# Listed for CC(=O)O[C@H](CC(=O)O)C[N+](C)(C)C : OX1R antag = 10; CHT allo act = i

# Carrying on:
SMILES,OX1R antag,CHT allo act
COCCNC(=O)c1cc2c(=O)[nH]c3ccccc3c2s1,-28,i
Cc1ccc(-c2c[n+](CC(=O)Nc3c(C)cccc3C)c3n2CCC3)cc1,-8,i
O=C(NCc1ccncc1)C(=O)NCc1ccco1,0,i
CC(=O)Nc1ccc(NC(=O)N2CCCCC2)cc1,-12,i
CC(C)(C)NC(=O)CCSc1nnc(-c2ccco2)o1,-8,i
COCCOc1cc2ncnc(N3CCC(C(=O)O)CC3)c2cc1OCCOC,-26,i
COCc1cc(C)nc(OCC(=O)N/N=C/c2cccc(OC)c2)c1C#N,-14,i
Cc1[nH]c2ccccc2c1C(=O)CSc1nncn1C,-3,i
CCCC1(c2ccccc2)NC(=O)N(C/C=C/Cl)C1=O (configuration not stated),-33,i
CC[C@]12c3[nH]c4ccc(OC)cc4c3CCN1C(=O)C(CC(=O)NCCN1CCOCC1)C[C@@H]2C(=O)N1CCN(C(=O)c2ccco2)CC1 (some centres not stated),-9,·
O=C(Nc1ccon1)C(Sc1ccccc1)c1ccccc1 (configuration not stated),-22,i
COC(=O)[C@]1(C)CCC[C@@]2(C)C3CC[C@]4(OC(C)=O)C[C@@]3(CCC21)CC4=NO (some centres not stated),-24,·
COC(=O)C1C(=O)c2c([nH]c(C(=O)OCC3CCCO3)c2C)CC1C (configuration not stated),-9,i
CC(/C=C/c1ccc(Cl)o1)=C\C(=O)O,-8,i
Cc1nn(C)cc1C(C(=O)NC1CCCCC1)N(C(=O)c1cnccn1)c1ccc(Oc2ccccc2)cc1 (configuration not stated),-27,i
COc1ccc(C(=O)C2CCCN(C(=O)Cn3nc(C)cc3C)C2)cc1F (configuration not stated),-16,i
COc1cc(/C=C/C(=O)OCC(=O)c2c(N)n(C)c(=O)n(C)c2=O)ccc1O,-3,i
CC1CN(C2CCN(C(=O)c3ccccc3)CC2)CC(C)O1 (configuration not stated),4,i
COc1cc(OC)c(C2SCCN2S(=O)(=O)c2ccc(F)cc2)cc1OC (configuration not stated),-11,i
CC1CC(C)CN(S(=O)(=O)c2ccc(C(=O)N(c3ccccn3)C3CCCCC3)cc2)C1 (configuration not stated),-17,i
CC(C)=CCN1CCN(Cc2cccnc2)CC1CCO (configuration not stated),-8,i
O=C(Nc1ccc(F)cc1)c1ccc(S(=O)(=O)N2CCCC2)cc1,6,i
Cc1c(C(=O)Nc2ccc(F)cc2)oc2ccc(S(=O)(=O)N3CCCC3)cc12,-22,i
Cn1c(=O)c2c(ncn2Cc2cccc(Cl)c2)n(C)c1=O,12,i
O=C(c1ccccc1)c1ccc2nc(-c3ccc(NC(=O)c4ccccc4Br)cc3)[nH]c2c1,10,i
CC(C(=O)N(C1CC1)C1(C(=O)Nc2ccccc2)CCCC1)N1C(=O)c2ccccc2C1=O (configuration not stated),-20,i
CC(C)(C)N(Cc1ccccc1)C(=O)CN1C(=O)NC2(CCCCCC2)C1=O,-7,·
CSCCC(NC(N)=O)C(=O)NCc1ccc(Cl)cc1 (configuration not stated),-20,i
O=[N+]([O-])c1cccc(S(=O)(=O)Nc2ccc(S(=O)(=O)NCC3CCCO3)cc2)c1 (configuration not stated),11,i
Cc1ccc(NC(=O)c2ccc(C#CC3(O)CCCCC3)cc2)cc1C,-11,i
NC(=O)CCCn1c(C(=O)c2ccc(Cl)cc2)c2ccc(C(F)(F)F)cc2[n+]1[O-],-21,i
Cc1cc(C)nc(NC(=NCCc2c[nH]c3ccccc23)NC(=O)Nc2ccccc2)n1,-11,i
O=C(Nc1nccs1)C1CCCN(S(=O)(=O)c2cccc3cccnc23)C1 (configuration not stated),-23,i
CCC(=O)Nc1cccc(NC(=O)c2ccccc2Cl)c1,-19,i
Cc1cc(C)c(C(=O)N(C)C2CCCN(Cc3ccccc3F)C2)o1 (configuration not stated),-30,i
CC(=O)Nc1ccc(S(=O)(=O)N2CCC(N3CCCCC3)CC2)cc1,-9,i
CCC1=NN(C(=O)Cc2ccc([N+](=O)[O-])cc2)C(O)(C(F)(F)F)C1 (configuration not stated),-10,i
O=C(Nc1ccc2c(c1)OCO2)c1noc2c1CCCCC2,-12,i
Cc1ccc(S(=O)(=O)N2CCN(C(=O)CCC(=O)N3CCc4ccccc43)CC2)cc1,-7,i
O=C(Cn1c2[n+](c3ccc(C(F)(F)F)cc31)CCCCC2)c1ccc2c(c1)OCCO2,-14,i
CNC(=S)NNC(=O)c1cccc(C(F)(F)F)c1,4,i
CC(=O)Nc1ccc(C(=O)NNC(=O)c2cccs2)cc1,-8,i
COC(=O)C1CCN(C(=O)c2cc(=O)[nH]c3ccccc23)CC1,-3,i
CCOC(=O)CC(=O)NC(CC(=O)OC)c1ccc(C(C)C)cc1 (configuration not stated),-32,i
O=C(OCC(=O)N1CCc2ccccc21)c1ccccc1[N+](=O)[O-],-2,·
Cc1ccc2c(CSc3nc4ccccc4c(=O)n3CCCO)cc(=O)oc2c1C,-15,6.9*
Cc1csc(NC(=O)c2ccccc2)n1,-8,i
O=C(NCC(=O)N1CCCC(C(F)(F)F)C1)c1ccco1 (configuration not stated),-11,·
CCOc1cc(C(=O)NC(=S)Nc2nc(C)cc(C)n2)cc(OCC)c1OCC,-51,i
COc1ccc(NC(=O)CON=CC(=O)Nc2ccc(C)cc2)c(OC)c1,-25,·
Cc1ccccc1C(=O)NC(=S)NCc1cccnc1,-17,i
O=C(NNC1CC(=O)N(c2ccc(F)cc2)C1=O)c1cccnc1 (configuration not stated),-11,i
CCc1cccc(CC)c1NC(=O)CN1CCN(S(=O)(=O)c2ccccc2)CC1,-14,i
COc1cccc(C2c3[nH]c4ccccc4c3CCN2Cc2cccc(C)n2)c1 (configuration not stated),-25,i
O=[N+]([O-])c1ccccc1OCC(O)CN1CCN(CC(O)COc2ccccc2[N+](=O)[O-])CC1 (configuration not stated),-12,i
CN1C(=O)/C(=C/c2ccc(C(=O)NC3CCCC3)cc2)Oc2ccccc21,-7,i
CCCCC(C(=O)O)C(C)CC(=O)Nc1ccn(-c2ccccc2)n1 (configuration not stated),-3,i
C[C@H]1CN([C@@H](C)CO)C(=O)c2cccc(NC(=O)C3CC3)c2O[C@H]1CN(C)Cc1ccc(-c2ccccc2)cc1,-23,·
O=C(NCc1cccs1)Nc1ccc(Cl)cc1,2,i
Cc1ccccc1NC(=S)Nc1cccc([N+](=O)[O-])c1,-6,i

# Carrying on.
SMILES,OX1R antag,CHT allo act
CCC(C)(C)c1ccc(OCC(=O)N(C)C)c(C(C)(C)CC)c1,-39,i
CCOc1ccc(NC(=O)COC(=O)CN2CCCCCC2=O)cc1,-5,·
O=C(Nc1ccccc1[N+](=O)[O-])C1=C(O)CCn2c1nc1ccccc12,-18,i
O=C(NNC(=O)c1ccc(S(=O)(=O)N2CCOCC2)cc1)c1ccccc1,-2,i
CCNC(=O)C1Cc2ccccc2CN1S(=O)(=O)c1ccc(F)cc1 (configuration not stated),-22,i
COc1ccccc1C(c1nnnn1C1CCCC1)N1CCN2CCCC2C1 (configuration not stated),-16,i
Cc1ccc(NC(=O)COC(=O)c2cccnc2Cl)cc1S(=O)(=O)N1CCOCC1,-12,·
O=C(O)C1CC(O)CN1c1nc(Cl)ccc1[N+](=O)[O-] (configuration not stated),-22,i
CCn1cnc2c1c(=O)n(CC(=O)NCC(F)(F)F)c(=O)n2Cc1ccccc1,2,i
O=C(NCCOC(=O)c1ccc(C(=O)OCCNC(=O)c2cccnc2)s1)c1cccnc1,1,i
Cc1ccccc1NC(=S)NC(=O)C1CCCCC1,2,i
Cc1cc(N/N=C/c2ccc(O)cc2O)c2ccccc2n1,-10,i
CC(NC(=O)c1ccccc1)C(=O)OCC(=O)c1c(N)n(C)c(=O)n(C)c1=O (configuration not stated),-22,·
COc1ccc(N(C(C)C(=O)N/N=C(\C)C(C)(C)C)S(C)(=O)=O)cc1 (configuration not stated),-10,i

# From PubChem
